HepG2 viability: counter-screen for TGF-b inhibitors: cytotoxicity in HepG2 cells; HepG2 CAGA-GFP viability, ATP luminescence, 18 h; Potency, µM (doses to about 46.1 µM), for the others: top-dose activity change, negative = cytotoxicity, usual class: cytotoxic; actives 0.76% (n = 410,000); AID 588856; note: potency is the fitted concentration of half-maximal effect; some results filed as inactive show a strong effect at the top dose
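CellTiter-Glo luminescence gave cytotoxicity after 18 hours at 37 degrees C. The cells were HepG2 CAGA-GFP in 1% FBS DMEM, stimulated with 500 pg/mL TGF-beta after compound addition. %Activity was normalised to no-cell wells (complete cell-killing) and DMSO (no toxicity), and curves were fitted and classified.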
Nrf2 block: inhibitors of Nrf2 signaling | A549 ARE-Fluc reporter, luciferase luminescence, 18-24 h | Potency, µM (highest dose often 46 µM), for the others: at the highest dose activity change, negative = inhibition, most hits filed as inhibitors | actives 2.1% (n = 360,000); note: potency is the fitted concentration of half-maximal effect; % is set by controls: 0 for no effect and ±100 for the full control effect; nearly all actives have a fitted effect of over 60% in size
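Cells were seeded and rested 2 h, then exposed to compounds for 18-24 h. CellTiter-Fluor was read first as a viability measure. BugLite was added 15 min before the final luminescent read of ARE-luciferase activity in A549 cells.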
IL-1B inflam inh: inhibitors of inflammasome signaling (IL-1 beta secretion); AID 743279; actives 4.7% (n = 360,000); activity change, % at 57.5 µM; THP-1 LPS/ATP IL-1B secretion, AlphaLISA, 16 h; active compounds read low; in the data active = activity change below about -50%; inconclusive = mostly about -30% to -49%; note: % is set by controls: 0 for no effect and ±100 for the full control effect
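Secreted IL-1B measured by AlphaLISA bead assay after 16 h compound exposure of THP-1 cells; compounds (final up to 57.5 uM) added 1 h before LPS (250 ng/mL) and ATP (1.25 mM) stimulation; lower signal means less secretion.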
S2 tox: viability counter-screen for ATXN expression inhibitors; actives 0.49% (n = 400,000); Potency, µM (top dose mostly 56.7 µM), hits mostly cytotoxic; S2 cells (HEK-293 line with an ATXN2-luciferase reporter) viability, CellTiter-Fluor protease fluorescence, 24 h; note: potency is the fitted concentration of half-maximal effect; nearly all actives have a fitted effect of over 40% in size
MCF10A rereplic: inducers of DNA re-replication in MCF 10A breast cells. Potency, µM (titrated, usually from 46.1 µM), inactives show at the highest dose activity, positive = re-replication, usual class: activators. AID 624296. actives 2.9% (n = 350,000). MCF 10A DNA re-replication, Hoechst nuclear intensity, 48 h; note: potency is the fitted concentration of half-maximal effect; % of control where 0% means no effect; nearly all actives have a fitted effect of over 50% in size
A549 tox: A549 cytotoxicity, counter-screen for Nrf2 inhibitors; AID 504648; Potency, µM (doses to about 46 µM), without a hit: at the highest dose activity change, negative = cytotoxicity, most hits filed as inhibitors; A549 ARE-Fluc cells, CellTiter-Fluor viability, 18-24 h; actives 0.16% (n = 390,000); note: potency is the fitted concentration of half-maximal effect; % is set by controls: 0 for no effect and ±100 for the full control effect
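A549 ARE_Fluc cells in 5% FBS OPTI-MEM were exposed to compounds in concentration-response for 18-24 h at 37 deg C. Viability was read by CellTiter-Fluor fluorescence (Ex 405/Em 525) after 30 min, before the luciferase read.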
Nrf2 activator: activators of Nrf2 (ARE) signaling. AREc32 ARE-luciferase reporter (MCF7-derived line), luminescence, 24 h. Potency, µM (highest dose often 46.1 µM), without a hit: top-dose activation, usual class: activators. actives 0.31% (n = 410,000). AID 624171; note: potency is the fitted concentration of half-maximal effect; % of control where 0% means no effect; nearly all actives have a fitted effect of over 65% in size
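Luminescent ARE reporter assay in AREc32_Fluc cells: overnight plating at 37 deg C, 24 hr compound incubation, Steady-Glo added, 30 min RT before reading.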
TGFb SMAD3 inh: TGF-b pathway inhibition. Potency, µM (highest dose often 46.1 µM), without a hit: at the top dose activity, negative = inhibition, usual class: inhibitors. HepG2 CAGA-GFP TGF-b/SMAD3 reporter, GFP fluorescence, 18 h; TGF-beta stimulated, 500 pg/mL final. AID 588855. actives 1.2% (n = 410,000); note: potency is the fitted concentration of half-maximal effect; % is set by controls: 0 for no effect and ±100 for the full control effect; nearly all actives have a fitted effect of over 65% in size
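TGF-beta reporter screen: HEPG2 CAGA-GFP, 1% FBS, 500 pg/mL TGF-beta final, 18 h; per-cell GFP summed per well; curves fitted and categorized by class.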
ATXN2 expr inh: ATXN2 expression inhibition. HEK-293 ATXN2-luciferase reporter, luminescence, 24 h. Potency, µM (doses to about 57 µM), for the others: at the highest dose activity change, negative = inhibition, hits mostly inhibitors. actives 0.72% (n = 360,000). AID 1745845; note: potency is the fitted concentration of half-maximal effect; % is set by controls: 0 for no effect and ±100 for the full control effect; nearly all actives have a fitted effect of over 55% in size
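ATXN2-luciferase reporter cells (luciferase flanked by upstream and downstream ATXN2 gene portions) were treated 24 h at 37 °C with compounds at up to 57 uM. SteadyGlo luminescence gave expression; GF-AFC fluorescence gave viability.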
An asterisk follows results filed as active; i = inactive; u = inconclusive; x = no result given; [ ] = remark or other dose. Unless noted, calls come from the whole dose curve; as a rule, active = well fitted curve in the direction sought with a large enough effect; inconclusive = small, poorly fitted or top-dose-only effect, or another doubt; inactive = no such curve, though single readings can be large; an effect the other way counts as inactive or inconclusive.

SMILES | HepG2 viability | Nrf2 block | IL-1B inflam inh | S2 tox | MCF10A rereplic | A549 tox | Nrf2 activator | TGFb SMAD3 inh | ATXN2 expr inh
COc1ccc(S(=O)(=O)c2cnc3ccccc3n2)cc1 | 2% | -3% | -58* | i | u | -3% | 18µM* | -24% | 15%
O=C(COC(=O)C1CCN(c2ccc(C(F)(F)F)cn2)CC1)c1ccc(Cl)cc1 | 34% | -5% | 7 | i | 0% | -2% | -0.6% | -10% | 7%
Cn1ccnc1C(O)c1cc(C(C)(C)C)c(O)c(C(C)(C)C)c1 (stereo not given) | -81% | 1% | -93* | i | 26% | 5% | u | 16µM* | -7%
C/C(=N\NC(=O)CSCc1ccc(Cl)cc1)c1ccc2c(c1)OCCO2 | -3% | 16µM* | -19 | i | 10% | -7% | -0.3% | -4% | -19%
O=C(NNC(=O)c1ccc(Cl)cc1Cl)c1cnccn1 | 8% | 12% | 29 | x | 1% | 1% | -0.1% | 9% | x
C=CCn1c(COc2ccccc2)nnc1SCC(=O)O | 12% | x | 0 | i | 0% | -2% | -0.9% | -2% | -5%
CC(=O)Nc1ccc(S(=O)(=O)NCC(=O)OCC(=O)NNC(=O)c2ccccc2)cc1 | -3% | 1% | -6 | i | -2% | -5% | -0.8% | 23% | 3%
CCOc1ccc(CNS(=O)(=O)c2ccc3c(c2)CCCN3C(C)=O)cc1OC | -15% | x | x | i | x | 4% | 2.6% | -26% | -11%
CC(C)N1CCC(N2CCN(C/C=C/c3ccccc3)CC2CCO)CC1 (stereo not given) | -16% | 3% | -17 | i | -6% | -5% | 0.3% | -10% | -23%
CCN(CC)c1ccc(NC(=O)c2cc3c(=O)n4cccc(C)c4nc3n2C)c(C)c1 | 10% | 19% | x | x | x | 3% | -0.6% | 11% | x
CCOC(=O)N1CCN(C(=O)c2ccccc2N(Cc2ccccc2)S(=O)(=O)c2ccc(OC)cc2)CC1 | 3% | 1% | 55 | u | 13µM* | u | 0.6% | u | -26%
CCCC1Cc2[nH]c(=O)c(C#N)cc2CO1 (stereo not given) | 5% | -8% | 12 | i | -2% | 2% | -0.7% | -1% | 11%
CC(=O)Nc1ccc([N+](=O)[O-])cn1 | 6% | 4% | 24 | i | -2% | -4% | -0.2% | 0% | 5%
Cc1cc(NC(=O)c2cc([N+](=O)[O-])cc([N+](=O)[O-])c2)n(-c2ccccc2)n1 | -43% | -3% | -5 | i | 1% | -1% | -0.4% | u | -27%
O=C(O)CNC(=O)c1cccc(C(F)(F)F)c1 | 7% | -26% | 37 | i | 3% | -14% | 1.4% | -15% | x

Continued (6 carried over from the part before).
SMILES | HepG2 viability | Nrf2 block | IL-1B inflam inh | S2 tox | MCF10A rereplic | A549 tox | Nrf2 activator | TGFb SMAD3 inh | ATXN2 expr inh
CCN(CC)c1ccc(NC(=O)c2cc3c(=O)n4cccc(C)c4nc3n2C)c(C)c1 | 10% | 19% | x | x | x | 3% | -0.6% | 11% | x
CCOC(=O)N1CCN(C(=O)c2ccccc2N(Cc2ccccc2)S(=O)(=O)c2ccc(OC)cc2)CC1 | 3% | 1% | 55 | u | 13µM* | u | 0.6% | u | -26%
CCCC1Cc2[nH]c(=O)c(C#N)cc2CO1 (stereo not given) | 5% | -8% | 12 | i | -2% | 2% | -0.7% | -1% | 11%
CC(=O)Nc1ccc([N+](=O)[O-])cn1 | 6% | 4% | 24 | i | -2% | -4% | -0.2% | 0% | 5%
Cc1cc(NC(=O)c2cc([N+](=O)[O-])cc([N+](=O)[O-])c2)n(-c2ccccc2)n1 | -43% | -3% | -5 | i | 1% | -1% | -0.4% | u | -27%
O=C(O)CNC(=O)c1cccc(C(F)(F)F)c1 | 7% | -26% | 37 | i | 3% | -14% | 1.4% | -15% | x
COc1ccc(C(=O)NCC(c2cccnc2)N2CCN(c3ccccc3)CC2)cc1OC (stereo not given) | -10% | u | 21 | i | 9% | 33% | 3.8% | -6% | -10%
Cc1nn(C(=O)c2ccoc2C)c(N)c1-c1ccccc1 | -3% | 13% | 15 | i | 7% | 7% | 5.7% | -2% | 41%[activator]
CNC(=O)CCSSCCC(=O)NC | -60% | 3% | -1 | i | -2% | 2% | 0.0% | 0% | 11%
COc1cc(C=NNc2ccccc2[N+](=O)[O-])cc(OC)c1OC | -8% | x | -21 | i | x | x | 20% | -8% | x
CN(Cc1ccccc1)C(=O)[C@@H]1CCCN1C(=O)[C@@H]1CCCN1C(=O)OC(C)(C)C | x | x | 0 | i | x | x | -0.9% | x | 8%
CCOc1ccc(CN(C)C(=O)c2ccc3c(c2)NC(=O)C(C)S3)cc1OC (stereo not given) | -5% | 16µM* | 15 | i | -4% | -19% | 5.8% | -17% | x
Cc1ccnc(NC(=O)CCC(=O)N(CC(=O)NCc2ccc(F)cc2)CC2CCCO2)c1 (stereo not given) | -20% | u | -6 | i | 8% | 7% | -0.7% | 0% | -18%
Cn1c(=O)c2c(nc(SCCNS(=O)(=O)c3ccccc3)n2C)n(C)c1=O | -5% | 10% | 30 | i | 1% | x | 0.9% | -11% | 11%
Cc1cc(N2C(=O)c3ccc(C(=O)NCc4ccccc4)cc3C2=O)no1 | -1% | x | 14 | i | -11% | -2% | 0.4% | -1% | 3%
CSc1nnc(C)c(=O)n1COC(=O)COc1ccc(Cl)cc1Cl | -19% | -8% | 12 | i | -5% | -9% | -0.7% | -17% | x
O=C(NC1CCCCCCC1)c1ccc2c(c1)OCO2 | -28% | u | -25 | i | -2% | 1% | -0.6% | 1% | 10%
N#CCCn1c(SCC(=O)Nc2ccc(N3CCOCC3)cc2)nc2ccccc21 | 0% | -13% | -4 | i | 14% | 6% | 0.8% | -8% | 6%
N#Cc1ccc(S(=O)(=O)NCC(=O)OCC(=O)NCCc2ccccc2)cc1 | 0% | -11% | 34 | i | 0% | 1% | -0.4% | -2% | 0%
Cc1c(C(=O)c2ccc(F)cc2F)c2ccccn2c1CCC#N | -1% | -27% | -5 | i | 14% | -11% | 6.4% | -4% | 5%
C[C@H](CO)N1C[C@H](C)[C@@H](CN(C)S(=O)(=O)c2ccc(F)cc2)Oc2ccc(NC(=O)Nc3ccc4c(c3)OCO4)cc2C1=O | -4% | 5% | -1 | i | u | -5% | 2.8% | -14% | 2%
CCCCN(CCCC)S(=O)(=O)c1ccc(NC(=O)CN2CCOCC2)cc1 | -20% | 0% | 8 | i | 25% | 7% | -0.1% | -6% | -4%
COc1ccc(/C=N/NC(=O)CNC(=O)c2cccs2)cc1 | 16% | 13% | -10 | u | -4% | -2% | 0.1% | 0% | 18%
Cc1ccc(-c2cc(C(=O)NC(C)c3ccccc3)c3ccccc3n2)cc1C (stereo not given) | -4% | x | x | u | x | -3% | 3.1% | -13% | 15%
CC(=O)N(c1cccc(C(F)(F)F)c1)c1nc(/C=C/C(=O)O)cs1 | -9% | u | 63 | i | -4% | -18% | 4.3% | 3% | x
C/C(=N\OC(=O)c1c(-c2c(F)cccc2Cl)noc1C)c1nccs1 | -1% | 8% | 28 | i | -21% | 0% | -0.3% | 3% | -7%[2.22 µM]
CSC1=NCCN1C(=O)c1ccc2ccccc2c1 | 2% | 11% | -9 | i | -3% | u | 2.8% | -1% | x
CN(c1ccccc1)S(=O)(=O)c1cccc(C(=O)Nc2ccc3c(c2)CCC3)c1 | 6% | u | 0 | u | -21% | -6% | 4.0% | -35% | 4%
COc1ccc(N(C)C(=O)c2ccc3snnc3c2)cc1 | 5% | 20% | 1 | u | -1% | 0% | -0.1% | -1% | 9%
Cc1nn(Cc2ccc(C(=O)N3c4ccc(F)cc4CCC3C)o2)c(C)c1Br (stereo not given) | -31% | -1% | -6 | i | u | -6% | 7.3% | u | 2%
O=C1N=c2ccccc2=C1c1c(O)n(-c2cccc(F)c2)[nH]c1=O | -9% | u | -3 | i | u | u | 11% | 19% | -12%
COC(=O)c1c(C)[nH]c(C(=O)OCc2csc(CC(=O)Nc3ccccc3C)n2)c1C | -16% | -46% | 33 | i | 3% | -8% | 2.5% | 0% | 5%
O=C(/C=C/c1ccco1)Nc1cccnc1Cl | -41% | u | -13 | i | 12% | u | u | u | x
CC(=O)N1CCN(C(=O)CCc2nc3sc4c(c3c(=O)[nH]2)CCCC4)CC1 | -4% | -9% | 12 | i | 7% | 7% | -0.1% | -32% | 50%[activator]
CCn1cc(C(=O)N[C@@H](C)C(=O)OC)c(=O)c2cc3c(cc21)OCO3 | -10% | -8% | -5 | i | -12% | 0% | 0.3% | 8% | x
COc1cc2c(cc1NC(=O)CSc1nnc(Cc3cccs3)n1Cc1ccco1)oc1ccccc12 | -24% | x | u | i | u | u | 5.3% | 0% | -26%
Cc1c(Cl)cccc1NC(=O)CSCC(N)=O | -6% | 5% | 22 | i | 6% | 6% | 0.2% | 19% | -1%
Cc1ccc(OCCC(=O)OCC(=O)Nc2cc(C)cc(C)c2)cc1 | -24% | -10% | -12 | i | 1% | 0% | 0.1% | -9% | -15%

Only TGFb SMAD3 inh, IL-1B inflam inh and A549 tox, for some of the entries so far:
SMILES | TGFb SMAD3 inh | IL-1B inflam inh | A549 tox
O=C1N=c2ccccc2=C1c1c(O)n(-c2cccc(F)c2)[nH]c1=O | 19% | -3 | u
CC(=O)N(c1cccc(C(F)(F)F)c1)c1nc(/C=C/C(=O)O)cs1 | 3% | 63 | -18%

Screening results from PubChem.

Not a hit list; any-hit rate near 8.8%.
